Bioassay records deposited in PubChem by several laboratories.
PhoP inhibition: PhoP-dependent GFP reporter repression – Salmonella Typhimurium, primary screen (AID 1863). S. Typhimurium PhoP-regulated promoter GFP reporter, 4 h; higher % means a stronger effect. one-dose inhibition, % at 50 µM; IC50 in µM for titrated hits. 300,000 compounds, 0.16% hits;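 active = inhibition over 29.93%, a cutoff 3 SD above the screen mean, later confirmed by dose response; inconclusive = inhibition over 29.93% but no dose response follow-up; inactive = inhibition at most 29.93% or unconfirmed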;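 note: 0% = low Mg2+ inducing control and 100% = high Mg2+ repressing control; strong numbers were not always called active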
NTR1 agonist: agonists of NTR1, primary screen, imaging, U2OS cells, beta-arrestin-GFP, high content (AID 493036) | P30989 | NTR1-U2OS beta-arrestin-GFP spot imaging, agonist mode | activation, % at 20 µM | 330,000 compounds, 0.17% hits;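 active = activation at or above 40% of the spot to cytoplasm intensity ratio, with at least 20 cells analyzed; inconclusive = wells under 20 cells, flagged as cytotoxic or low count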;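 note: 0% = DMSO without peptide and 100% = 100 nM NTR1 peptide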
Target sequence (P30989 whole entry, looked up): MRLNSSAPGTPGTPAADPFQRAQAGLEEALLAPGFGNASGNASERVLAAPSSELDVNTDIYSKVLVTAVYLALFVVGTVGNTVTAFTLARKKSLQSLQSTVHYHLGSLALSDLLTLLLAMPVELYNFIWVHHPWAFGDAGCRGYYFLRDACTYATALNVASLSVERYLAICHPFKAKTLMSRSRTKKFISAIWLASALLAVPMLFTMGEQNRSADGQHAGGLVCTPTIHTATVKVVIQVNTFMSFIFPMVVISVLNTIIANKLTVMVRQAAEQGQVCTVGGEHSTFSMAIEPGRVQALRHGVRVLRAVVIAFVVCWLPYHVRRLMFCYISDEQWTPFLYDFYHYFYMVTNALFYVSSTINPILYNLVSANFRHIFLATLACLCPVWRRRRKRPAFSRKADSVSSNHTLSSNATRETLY
Rac1 GTP hydrolysis: MgcRacGAP GTPase-activating activity inhibitors, confirmation, biochemical, ADP Hunter fluorescence; MgcRacGAP-stimulated Rac1 GTP hydrolysis, ADP Hunter fluorescence; higher % means a stronger effect; GST-tagged Rac1 F28L mutant substrate; inhibition, % at 30 µM, or IC50 in µM where a hit was titrated; 340,000 compounds, 0.6% hits;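 active = first-screen hits whose inhibition reached a set limit at any dose in the follow-up dose series; inconclusive = inhibition above the set first-screen limit but never retested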;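 note: fluorescence reports GDP produced by GAP-driven GTP hydrolysis; strong numbers were not always called active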
TNAP activators: stimulation of alkaline phosphatase TNAP activity – biochemical, luminescent, no phosphate acceptor, uHTS, primary screen (AID 1001). purified TNAP, luminescent activation assay, no phosphate acceptor; higher activation fold means a stronger effect. activation fold at 20 µM; hits with a dose series show EC50 in µM. 200,000 compounds, 0.03% hits; in the data active = activation fold from about 3, or a potency from the dose series; inactive = the rest, 99 in 100 with activation fold below about 1.6; note: many of its hits are not listed in these tables
Myeloid diff 2: compounds promoting myeloid differentiation | AID 624256 | calls only at 10 µM | ER-HoxA9 myeloid progenitors, lysozyme-GFP differentiation, flow cytometry | 360,000 compounds, 1% hits;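 active = normalized GFP-positive differentiation at or above the plate's own cutoff, the solvent-only control mean plus 3 SD; inconclusive = no clear call, values can overlap the other calls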;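 note: cells exposed to compound for four days before flow analysis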
K1F lysis inhibition: protection from phage-mediated lysis, alamar blue read-out – E. coli UTI89, K1F phage, bacterial capsule biogenesis inhibitors (AID 488966) | E. coli UTI89 K1F phage lysis, alamar blue, 2 h; higher % means a stronger effect | 340,000 compounds, 0.02% hits | one-dose inhibition, % at 100 µM; IC50 in µM for titrated hits;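 active = phage lysis inhibition, versus mean bacterial control, above a set limit; inconclusive = no clear call, values can overlap the other calls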;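 note: capsule biogenesis inhibitors block K1F phage lysis so surviving cells raise fluorescence; higher fluorescence means more inhibition of phage lysis; actives were called in the ten point dose series up to 300 µM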
RSV antiviral HEp-2: inhibition of RSV-induced cytopathic effect – HEp-2 cells, primary 10 µM value included (AID 2391); HEp-2 cells, RSV-induced CPE inhibition; higher % means a stronger effect; CPE inhibition, % at 10 µM, or IC50 in µM where a hit was titrated; 310,000 compounds, 0.13% hits; in the data active = a potency from the dose series; inconclusive = CPE inhibition mostly from about 23% at the one dose, without a potency; inactive = the rest, 99 in 100 with CPE inhibition below about 21%; note: strong numbers were not always called active
SV40 large T antigen: SV40 large T antigen inhibitors, biochemical (AID 1903); 310,000 compounds, 0.39% hits; inhibition, % at 20 µM; hits with a dose series show IC50 in µM; SV40 large T antigen ATPase/helicase inhibition assay; higher % means a stronger effect; in the data active = a potency from the dose series; inconclusive = inhibition mostly from about 32% at the one dose, without a potency; inactive = the rest, 99 in 100 with inhibition below about 32%; note: strong numbers were not always called active
T cell HTS: modulates CD8 T cell binding to vesicles. 2C CD8+ T cell-vesicle binding, flow cytometry; hits give low values. calls only at 7 µM. 330,000 compounds, 0.068% hits. AID 2052;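 active = response, share of CD8 T cells binding vesicles, and their 90th percentile fluorescence all below set limits, cut at about 80% in these data, passing the limit was not always enough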
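Read-out – percent CD8+ FL2 mean versus row control · System – murine 2C transgenic CD8+ T lymphocytes · Times – 1.5 h cell–vesicle binding at 37 °C, then 20 min icy labelling · Control set – naked vesicles low, QL9 vesicles with vehicle high · Detection – cytometric PE anti-B7-1 and Alexa647 anti-CD8 signals after 1% paraformaldehyde fixation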
T cell HTS vesicle-bound %: recorded beside T cell HTS, whose call it bears; double positive events, %; measured here: CD8+ vesicle-bound cell fraction;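 binding gate set so that unloaded-vesicle control wells show 10% double positive cells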
NTR1 agonist cell count 20 µM: second read-out of NTR1 agonist, no call of its own (marks repeat the call); cell count; measured here: cell count, cytotoxicity flag
Myeloid diff 2 GFP+ MAC1+ %: also measured in Myeloid diff 2; calls as there; GFP+ MAC1+ double positive, %; measured here: differentiation confirmed by MAC1 staining
* marks the source's active call; other numbers are inactive results; i = inactive; ? = inconclusive; / = not tested or not shown; + = active, no number; [ ] = dose if it differs, or a comment.

SMILES | PhoP inhibition | NTR1 agonist | NTR1 agonist cell count 20 µM | Rac1 GTP hydrolysis | TNAP activators | Myeloid diff 2 | Myeloid diff 2 GFP+ MAC1+ % | K1F lysis inhibition | RSV antiviral HEp-2 | SV40 large T antigen | T cell HTS | T cell HTS vesicle-bound %
C=C(C)C(=O)N1CC2(CC(c3cccc(NC(=O)CC)c3)=NO2)C[C@H]1C(N)=O (some centres undefined) | 0% | 1.4 | 90 | 5% | / | i | 1.1 | 1.1% | -0.4% | 1% | i | 11
O=C(Cn1cc(Cl)c([N+](=O)[O-])n1)NCCC1=CCCCC1 | 7% | 0.2 | 60 | 5% | / | i | 3.8 | 0.6% | 8.3% | -8% | i | 23
CN(C)c1nc(-c2cn(CCC#N)c3ccccc23)cs1 | -6% | 0.7 | 60 | 0% | / | i | 2.9 | 0.3% | 5.3% | 12% | i | 21
O=C(COC(=O)c1ccc(F)cc1)Nc1nc2ccc([N+](=O)[O-])cc2s1 | -10% | -0.7 | 82 | 4% | 1 | i | 0.2 | 4.3% | 1.3% | 16% | i | 24
c1ccc(Oc2cccc(CN3CCCCC3)c2)cc1 | -4% | -1.7 | 40 | 3% | 1 | i | 2.0 | 0.0%[50 µM] | -2.2% | 2% | i | 41
CCCN(CC(=O)Nc1ccccc1C)C(=O)C1CCCN(C(=O)c2ccc(Cl)cc2)C1 (centres undefined) | / | 1.1 | 41 | 3% | / | + | 9.2* | -0.5% | 1.1% | / | i | 45
Cc1cc(/C=C2\SC(=S)NC2=O)cc(C)c1O | -4% | -0.1 | 105 | 26µM* | / | i | 1.1 | 0.1% | 0.0% | 37% | i | 36
Cc1cc(C)c(NC(=O)CNC(=O)CNC(=O)C2CCCCC2)c(C)c1 | / | 1.4 | 48 | 5% | / | i | 1.0 | -0.5% | 2.5% | / | i | 15
O=C(N/C(=N\O)c1ccccc1)Nc1ccc(Cl)cc1 | -11% | -0.1 | 46 | 0% | 1.1 | i | 1.5 | 0.1% | 1.6% | 11% | i | 32
Cc1c(N)cc(N)cc1C(=O)O | -3% | -0.2 | 50 | 1% | / | i | 0.7 | 0.2% | 0.3% | 26% | i | 41
CC1=C/C(=N\OS(=O)(=O)c2ccccc2)C(C)=CC1=O | -11% | 28 | 45 | 16% | 1 | ? | / | -11% | -2.0% | ? | i | 62
O=C(c1cc(-c2ccc(F)cc2)nc2ccccc12)N1CCN(C2CCS(=O)(=O)C2)CC1 (centres undefined) | / | -1.5 | 82 | 3% | / | i | 0.7 | 0.9%[50 µM] | 2.5% | / | i | 44
O=C(CSc1nnc2n1CCCN2)c1ccc([N+](=O)[O-])cc1 | -4% | 0.6 | 66 | 9% | / | i | 0.6 | 0.4% | -0.6% | -6% | i | 30
CCN(CC)S(=O)(=O)c1ccc(OC)c(NS(=O)(=O)c2cccc(C(=O)O)c2)c1 | 0% | 0.6 | 44 | 0% | 1 | i | 0.3 | -0.4% | 0.4% | -10% | i | 30
CCCCc1nc2ccccc2c(N)c1CCC (tested in a mixture with another compound) | ? | 7.5 | 64 | 8% | 1 | i | 1.2 | -4.4% | 4.5% | 16% | i | 53
CCC(=O)Nc1ccc(-c2ccc(N3CCN(C)CC3)nn2)cc1 | 3% | 0.3 | 86 | 11% | / | i | 7.9 | -8.5% | 0.0% | 7% | i | 41
NS(=O)(=O)c1cccc(C(=O)NC2CCSc3ccccc32)c1 (centres undefined) | 8% | -1.8 | 48 | -7% | / | ? | / | -0.3% | 2.0% | -2% | i | 18
COC(=O)[C@H](Cc1ccccc1)NC(=O)N1CCCCC1C (some centres undefined) | -7% | 0.4 | 59 | 9% | 1.1 | i | 2.3 | 0.9% | 2.1% | 3% | i | 39
CCN(CC)S(=O)(=O)c1ccc(NC(=O)CN(c2cccc(C)c2)S(C)(=O)=O)cc1 | 2% | -3.1 | 78 | 9% | 1 | i | 1.1 | 2.9% | 5.0% | 9% | i | 8
COc1ccc(NC(=O)c2cc(-c3ccccc3Cl)on2)cc1 | -6% | -1.5 | 47 | 4% | / | i | 0.2 | 3.8% | 2.2% | 4% | i | 61
Cc1ccccc1NC(=O)Cn1nnc(-c2ccc(N3CCOCC3)cc2)n1 | -4% | -3.1 | 97 | 1% | 1 | i | 2.1 | 0.2% | 2.0% | 9% | i | 54
COC(=O)c1ccc(S(=O)(=O)N2CCC(O)CC2)n1C | 1% | 1.0 | 54 | -1% | / | i | 0.2 | -1.4% | -2.0% | 3% | i | 19
O=C(O)Cn1nnn(-c2ccccc2)c1=S | -15% | -1.2 | 85 | 5% | 1.1 | i | 1.0 | 0.3% | 1.5% | 0% | i | 12
Cc1cc(N=Cc2cc(Br)ccc2O)no1 | 7% | 2.6 | 47 | 6% | 1.1 | i | 4.6 | 2.4% | 0.3% | 8% | / | /
O=C(NCc1ccc2c(c1)OCO2)C1CCCN(C(=O)c2ccc(Cl)cc2)C1 (centres undefined) | -14% | -0.6 | 56 | 9% | 1.1 | i | 0.8 | 2.7% | 1.8% | 18% | i | 41

Further records follow.
SMILES | PhoP inhibition | NTR1 agonist | NTR1 agonist cell count 20 µM | Rac1 GTP hydrolysis | TNAP activators | Myeloid diff 2 | Myeloid diff 2 GFP+ MAC1+ % | K1F lysis inhibition | RSV antiviral HEp-2 | SV40 large T antigen | T cell HTS | T cell HTS vesicle-bound %
CCOC(=O)CNC(=O)N1CCCC(CNS(=O)(=O)c2cccs2)C1 (centres undefined) | -5% | -1.6 | 33 | 2% | 1.1 | i | 0.5 | 0.3% | 2.4% | 0% | i | 21
Cc1ccccc1C(=O)Nc1nc2n(n1)C(c1ccccc1)CC(=O)N2 (centres undefined) | 6% | 3.6 | 83 | 5% | 1.1 | i | 2.2 | -0.3% | 0.7% | 4% | i | 36
CCC(=O)Nc1ccc(NC(=S)NC(=O)c2cc3ccccc3o2)cc1 | 2% | -0.8 | 50 | 9% | 1 | i | 0.8 | 2.4% | 4.2% | 4% | i | 51
Cc1cc(C)c(C(=O)CSC2=NC(N)=C(C#N)C3(CCCCC3)C2C(N)=O)cc1C (centres undefined) | -2% | 2.7 | 77 | 8% | 0.9 | i | 3.7 | ? | -0.3% | 14% | i | 17
CC(C)c1ccc(CCNC(=O)CCNC(=O)c2ccc(Br)cc2)cc1 | 0% | 0.7 | 58 | 4% | / | i | 0.4 | 0.4%[50 µM] | 1.4% | 14% | i | 29
COc1ccc(-n2c(SCC(=O)N3CCCCC3)nc(O)cc2=O)cc1 | -4% | -2.7 | 52 | 4% | 1.2 | i | 0.8 | 9.2% | 0.6% | 6% | i | 54
COc1ccc(Cc2nc3c4c(ncn3n2)Oc2ccc3ccccc3c2C4c2ccc(OC)c(OC)c2)cc1 (centres undefined) | 6% | 2.1 | 36 | 12% | 1.1 | i | 1.1 | 1.4% | 6.3% | 9% | i | 40
Cc1c(NC(=O)CN2CCCc3ccccc32)c(=O)n(-c2ccccc2)n1C | 3% | -2.9 | 93 | 1% | 0.9 | i | 1.8 | 0.3% | 1.0% | 10% | i | 17
CC(C)(C)c1ccc(OCCC(=O)Nc2cccc(S(=O)(=O)N3CCCCC3)c2)cc1 | 16% | 6.4 | 81 | 10% | 1 | i | 1.3 | 0.5%[50 µM] | 3.5% | 5% | i | 27
CC(C)N(CCNC(=O)C1CCC(=O)N1Cc1ccc(F)cc1)Cc1ccccc1 (centres undefined) | -2% | -0.9 | 34 | 10% | 1.1 | i | 0.4 | 0.0% | -1.4% | 3% | i | 36
Cc1ccc(S(=O)(=O)N2CCOCC2)cc1NC(=O)CN1C(=O)NC(C)(c2ccc(Cl)cc2Cl)C1=O (centres undefined) | / | -1.9 | 66 | 6% | / | i | 1.3 | 0.3%[50 µM] | / | / | i | 20
NC(=O)c1ccc(-n2nnnc2SCC(=O)Nc2ccccc2-c2ccccc2)cc1 | 8% | -0.4 | 44 | 10% | 1 | i | 0.9 | -0.5% | 3.5% | -5% | i | 26
Cn1c(SCC(=O)NC2CCCCC2)nnc1-c1cc2ccccc2o1 | 7% | 0.0 | 52 | -3% | 1.1 | i | 0.7 | 1.0% | 2.8% | 2% | i | 40
Cc1cc(-c2ccccc2)cc(-c2ccccc2)[n+]1C | -2% | -1.4 | 52 | 4% | 1 | i | 2.6 | 0.3% | 3.7% | 8% | i | 59
O=C(CS(=O)(=O)c1cn(Cc2ccc(F)cc2)c2ccccc12)N1CCOCC1 | -8% | 2.8 | 48 | 0% | 1.1 | i | 5.2 | 7.9% | 1.1% | 5% | i | 26
COc1cc2c(cc1OC)CN(C1CCCN(Cc3cccc(C(C)=O)c3)C1)CC2 (centres undefined) | / | 1.1 | 54 | -1% | / | i | 1.4 | -0.6% | / | / | / | /
CC(=O)Nc1ccc(N2CCOCC2)c(Cl)c1 | -5% | 0.3 | 82 | 3% | 1 | i | 0.5 | 0.6% | 1.1% | 4% | i | 58
O=C(N/C(=C\c1ccco1)C(=O)N1CCCC1)c1ccccc1 | -2% | 0.3 | 50 | 5% | / | i | 1.7 | 0.1% | 1.6% | 18% | i | 26
O=C(CSc1nc2ccccc2s1)Nc1ccc2c(c1)oc1ccccc12 | -16% | 6.1 | 59 | 3% | 1 | i | 0.6 | -4.4% | 5.9% | 4% | i | 43
CCCN(Cc1ccccc1)C(=S)NC(=O)c1ccccc1[N+](=O)[O-] | -3% | 1.2 | 55 | 11% | 1.1 | i | 0.3 | 0.2% | -1.8% | 8% | i | 30

Individual results from the list.
CCN(CC)S(=O)(=O)c1ccc(NC(=O)CN(c2cccc(C)c2)S(C)(=O)=O)cc1 in NTR1 agonist cell count 20 µM reads 78
Cc1cc(/C=C2\SC(=S)NC2=O)cc(C)c1O in K1F lysis inhibition reads 0.1%
